# Assay outcomes from PubChem.
# PKM2 activator: increases activity of human pyruvate kinase M2; P14618; purified PKM2, Kinase-Glo ATP luminescence, activation; response scale: 0% is enzyme alone, no compound; Potency, µM (highest dose often 57.5 µM), inactives show top-dose activation, most hits filed as activators; hit rate 0.34% among 260,000; AID 1631; further: potency means the concentration at half of the fitted maximal effect; nearly all actives have a fitted effect of over 55% in size
#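 ATP formation by purified human PK-M2, quantified via coupled luciferase luminescence after 1 h at room temperature with 0.1 mM ADP and 0.5 mM PEP final.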
# GALK inhibitor: blocks human galactokinase activity | P51570 | Purified GALK, Kinase-Glo residual ATP luminescence | Potency, µM (titrated, usually from 57.5 µM), inactives show at the top dose activity change, negative = inhibition, most hits filed as inhibitors | hit rate 0.007% among 270,000; further: potency means the concentration at half of the fitted maximal effect
# Target sequence (P51570 whole entry, looked up): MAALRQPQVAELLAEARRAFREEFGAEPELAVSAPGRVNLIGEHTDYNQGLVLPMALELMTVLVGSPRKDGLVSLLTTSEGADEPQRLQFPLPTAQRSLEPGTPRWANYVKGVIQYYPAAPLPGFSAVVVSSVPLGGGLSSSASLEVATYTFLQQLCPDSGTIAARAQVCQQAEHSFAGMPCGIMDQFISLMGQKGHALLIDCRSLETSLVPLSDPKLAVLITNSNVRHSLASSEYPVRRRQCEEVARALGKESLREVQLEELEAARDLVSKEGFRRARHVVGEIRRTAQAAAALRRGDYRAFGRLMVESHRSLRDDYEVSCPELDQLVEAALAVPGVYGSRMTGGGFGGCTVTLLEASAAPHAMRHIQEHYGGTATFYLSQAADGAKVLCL
#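 Kinase-Glo Plus luminescence measured ATP left after a 1 h room-temperature reaction. The reaction used 5 nM GALK, 100 uM galactose and 35 uM ATP at pH 8.0 (20 mM HEPES, 5 mM MgCl2, 60 mM NaCl, 1 mM DTT, 0.01% BSA).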
# Eya2 inh: blocks the phosphatase activity of human Eya2; O00167; Potency, µM (titrated, usually from 76.9 µM), without a hit: top-dose activity, negative = inhibition, usual class: inhibitors; recombinant Eya2, OMFP fluorescence dephosphorylation (OMFP is methylfluorescein phosphate); hit rate 0.006% among 330,000; further: potency means the concentration at half of the fitted maximal effect
#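 Eya2 protein (added as 0.2 uM solution) was preincubated with compound for 10 min at ambient temperature in 50 mM HEPES pH 7.5, 50 mM NaCl, 5 uM MgCl2, 0.05% BSA, 1 mM DTT. OMFP (added at 50 uM) then reacted 10 min; fluorescence read at 485/525 nm.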
# B2AR arrestin: agonists driving beta-arrestin recruitment to human beta2-adrenergic receptor | beta-arrestin recruitment to beta2AR, cell-based reporter | Potency, µM (series often up to 46.1 µM), for inactives: at the highest dose activation, most hits filed as activators | hit rate 0.02% among 330,000 | AID 492947;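 further: potency means the concentration at half of the fitted maximal effect; 0% = DMSO controls and full agonism = EC100 isoproterenol or metaproterenol; nearly all actives have a fitted effect of over 65% in size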
# Target sequence (P07550 whole entry, looked up): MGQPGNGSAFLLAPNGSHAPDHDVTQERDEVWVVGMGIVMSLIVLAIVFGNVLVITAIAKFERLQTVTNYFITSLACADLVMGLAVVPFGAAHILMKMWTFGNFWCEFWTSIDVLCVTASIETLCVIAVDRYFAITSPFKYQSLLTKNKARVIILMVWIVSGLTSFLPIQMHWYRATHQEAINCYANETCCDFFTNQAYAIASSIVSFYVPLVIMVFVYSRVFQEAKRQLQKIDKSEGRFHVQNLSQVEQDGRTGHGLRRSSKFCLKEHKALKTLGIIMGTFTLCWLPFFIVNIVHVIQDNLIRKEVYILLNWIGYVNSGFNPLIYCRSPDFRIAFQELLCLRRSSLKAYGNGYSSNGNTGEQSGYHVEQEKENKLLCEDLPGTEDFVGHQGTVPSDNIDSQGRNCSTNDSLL
# Giardia kill: kills Giardia lamblia | Giardia lamblia trophozoite viability | activity change, % at 7.66 µM, hits read low | hit rate 0.15% among 340,000; in the data active means activity change below about -80%; inconclusive means between about -30% and that limit;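 further: parasites exposed to compound for two days anaerobically before the ATP read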
#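 Killing of trophozoites was scored by loss of ATP luminescence after a 48 hrs anaerobic exposure to compounds at 37 deg C, using 100 cells per well.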
# uPA surface inh: blocks generation of uPA at the cell surface | cell surface uPA generation assay, qHTS | Potency, µM (series often up to 38.3 µM), without a hit: top-dose activity change, negative = inhibition, usual class: inhibitors | hit rate 0.31% among 330,000 | AID 540303; active means well fitted inhibition curve with a large enough effect; inconclusive means small, poorly fitted or top-dose-only effect; inactive means no such curve, though single readings can be large or run the other way; tested in mouse RAW 264.7 cells; further: potency means the concentration at half of the fitted maximal effect; nearly all actives have a fitted effect of over 55% in size
# KCNH2 WT inh: inhibitors of human wildtype KCNH2 potassium channel. AID 720551. U2OS, BacMam KCNH2, thallium flux FluxOr; active compounds read low. Q12809. hit rate 0.37% among 340,000. activity change, % at 1.84 µM;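 active means maximum activity change below -70%; inconclusive means maximum activity change between -70% and -50%; inactive means maximum activity change above -50%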
#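 U2OS cells were transduced with wild-type KCNH2 virus (2.03 x 10^8 / mL) for 4 h at room temperature, then cultured overnight at 37 C. Thallium flux was read with FluxOr dye. Rate constants were normalized to DMSO controls.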
# BCR signal inh: chronic active BCR signaling inhibition; ABC-DLBCL IkBa-CBG/CBR reporter, luminescence ratio, 4 h; Potency, µM (series often up to 46.1 µM), for inactives: at the top dose ratio change, negative = lower green/red ratio, most hits filed as inhibitors; hit rate 0.05% among 340,000; active means well fitted inhibition curve with a large enough effect in the signal ratio, with a control signal flat, not every such curve was filed as active; inconclusive means small, poorly fitted or top-dose-only effect, or effect the other way, or a change in a side signal; the % refers to the signal ratio;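 further: potency means the concentration at half of the fitted maximal effect; plate controls were basal doxycycline-induced cells for no effect and cells given 10 µM MG132 for full effect; MG132 reads +100%, hits lower the ratio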
#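 TMD8 human ABC-DLBCL cells with doxycycline-inducible IκBα–green luciferase fusion and unfused red luciferase, in 0.5% FBS medium; compounds up to 46 uM, 4 h at 37C. Green/red luminescence ratio, filter-overlap corrected, fitted to concentration-response curves.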
# USP2a inh: USP2a (human) protease inhibition; Potency, µM (doses to about 38.3 µM), inactives show top-dose activity change, negative = inhibition, most hits filed as inhibitors; AID 463254; USP2 core, Ub-CHOP2 coupled fluorogenic reporter, 485/531; hit rate 0.01% among 330,000;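 further: potency means the concentration at half of the fitted maximal effect; plate controls were DMSO wells for no effect and full inhibition by NEM control for full effect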
#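 Cell-free coupled assay: 10nM USP2 core preincubated 30min RT with compound in Tris-HCl pH 8.0/CaCl2/CHAPS buffer, then 25nM Ub-CHOP2 and 25nM reporter substrate; fluorescence (Ex 485/Em 531) read after 60min RT, normalized to NEM inhibition, concentration-response curves fitted.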
# KCNH2 3.1 inh: blocks the human KCNH2 3.1 channel isoform; U2OS KCNH2 3.1, thallium flux FluxOr; active compounds read low; activity change, % (tested at about 1.8 µM); hit rate 0.95% among 340,000; AID 720553;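 active means maximum activity change below -70%; inconclusive means maximum activity change from -70% to -50%; inactive means maximum activity change above -50%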;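 further: thallium influx rate constant from kinetic fluorescence after stimulation buffer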
#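 Normalized rate constant (relative to positive and negative DMSO controls) derived from a 2 min kinetic fluorescence read after stimulation; U2OS cells expressing the 3.1 isoform via virus at 1.77 x 10^8 /mL.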
# Coupling enz: inhibits coupling enzyme system, counter-screen for aldolase hits | coupling enzyme system counterscreen, AmpLite Red fluorescence | activity change, negative = inhibition, % at 58.2 µM, hits read low | hit rate 0.67% among 290,000 | AID 2472; in the data active means activity change below about -30%
#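 Counterscreen of the coupled detection system alone, without aldolase: glyceraldehyde-3-phosphate coupling enzymes plus AmpLite Red readout. Compounds at 57.5 uM final, 10 min RT preincubation, 20 min RT reaction, fluorescence 525/598 nm.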
# Numbers without * were called inactive; ? = inconclusive; nt = not tested or not shown; & = joins results of further samples; [ ] = dose if it differs, or a comment. Unless noted, the call rests on the fitted dose curve; in most records, active means well fitted curve in the direction sought with a large enough effect; inconclusive means small, poorly fitted or top-dose-only effect, or another doubt; inactive means no such curve, though single readings can be large; an effect the other way counts as inactive or inconclusive. Unless noted, on the % scale 0 is the no-effect control and ±100 the full control effect.
Structure	PKM2 activator	GALK inhibitor	Eya2 inh	B2AR arrestin	Giardia kill	uPA surface inh	KCNH2 WT inh	BCR signal inh	USP2a inh	KCNH2 3.1 inh	Coupling enz
NC(=O)c1ccc(C(F)(F)F)n(Cc2cccc(Cl)c2)c1=O	-11%	5%	-16%	-0.1%	8	nt	-16	3%	-3%	-1	-2
COCCCNC(=O)c1cc(=O)n(Cc2ccc(Cl)cc2)c2ccccc12	4%	6%	-10%	0.1%	?	-2%	-4	6%	-1%	2	0
Cc1ccc(-c2nn(-c3ccc(F)cc3)cc2C(=O)NCCCN2CCCC2=O)cc1	nt	nt	14%	0.2%	19	-5%	13	10%	-1%	-10	nt
O=c1c2[nH]c3ccc(F)cc3c2ncn1C1CCCCC1	0%	3%	10%	-0.1%	-10	2%	-4	5%	1%	-2	0
CC1(C)C/C(=C(/C#N)C(N)=O)CCO1	-1%	-2%	-3%	0.0%	-6	6%	0	-10%	0%	5	4
O=C(NCCSc1c[nH]c2ccccc12)c1c(F)cccc1F	-6%	2%	-18%	-0.1%	-7	-7%	-6	?	0%	29	0
CCN(CC)S(=O)(=O)c1ccc(N2CCOCC2)c(NC(=O)c2ccc(N3CCCC3=O)cc2)c1	nt	nt	2%	0.1%	3	-4%	-7	?	1%	4	nt
Cc1[nH]n(C)c(=O)c1[N+](=O)[O-]	-5%	0%	2%	-0.3%	19	8%	nt	-3%	0%	-5	2
C/C(=N\NC(=O)c1cccnc1)c1ccc(-c2ccccc2)cc1	-6%	3%	12%	-0.5%	2	-1%	-2	-13%	-1%	-1	0
CCN(CC(=O)Nc1c(F)cccc1F)C(=O)c1ccc(Sc2nncn2C)c([N+](=O)[O-])c1	nt	nt	-21%	-0.3%	3	5%	4	-1%	-1%	8	nt
CCN1C(=O)[C@H]2[C@@H](c3ccc(-c4cccc(Cl)c4)c(OC)c3)N[C@@](C)(C(=O)OC)[C@H]2C1=O	nt	nt	1%	-0.1%	40[activator]	-9%	3	?	0%	7	nt
c1cc2c3c(cccc3c1)NC1(CCCCC1)N2	-8%	-2%	3%	8.5%	1	-2%	9	-8%	-6%	-4	-8
CCOC(=O)[C@@H]1[C@H]2COc3cc(OC)ccc3[C@H]2N2C(=O)N(c3ccc(C(F)(F)F)cc3)C(=O)[C@]12C	nt	nt	0%	0.0%	-22	?	-24	10%	3%	5	nt
O=C(CSc1nnc(-c2ccncc2)o1)Nc1cc(Cl)ccc1C(=O)O	nt	nt	3%	0.4%	13	1%	4	-1%	-2%	-1	nt
COC(=O)CCc1c(C)nn(-c2ccccc2)c1C	2%	0%	-16%	-0.6%	4	5%	-2	2%	3%	-4	1
C=CCn1c(N(C)C)nc2c1c(=O)[nH]c(=O)n2C	6%	-1%	-1%	0.1%	-18	19%	-7	-2%	0%	3	2
O=C(NCCc1ccc(Cl)cc1)c1cc(S(=O)(=O)N2CCCCC2)c[nH]1	-2%	nt	-13%	0.1%	7	-4%	26	?	-1%	2	1
O=C(CCl)Nc1ccc(S(=O)(=O)Nc2nccs2)cc1	nt	-2%	18%	0.4%	-24	0%	-5	?	4%	9	1
Cc1ccccc1CN(c1ccc(C(=O)N2CCc3ccccc3C2)cc1)S(C)(=O)=O	-3%	nt	-13%	0.1%	5	nt	-7	?	-9%	-24	5
CCOC(=O)Nc1ccc(S(=O)(=O)Nc2nc(C)cc(C)n2)cc1	-4%	1%	21%	-0.4%	-7	16%	4	-9%	0%	?	2
Cc1cc(CNC(=O)[C@H]2C[C@@H]2[C@H](NP(=O)(c2ccccc2)c2ccccc2)c2ccccc2)nn1C	0%&-1%	nt	9%	9.4%	36[activator]	10%	0	-8%	0%	-43	0&3
O=C(Cn1c(=O)oc2ccccc21)Nc1nnc(N2CCCCCC2)s1	-1%	2%	10%	0.1%	17	-6%	-31	1%	0%	-2	4
CN(C(=O)C1CCCO1)c1nnc(-c2cnccn2)s1 (configuration not stated)	2%	0%	6%	-0.9%	-4	-6%	-6	6%	1%	5	6
O=C(Nc1ccc(Cl)cc1)NC1CCCC1Cc1ccco1 (configuration not stated)	23%	0%	3%	-0.1%	-11	-3%	-11	?	-2%	20	-11
CN(C)Cc1c(O)ccc2c(=O)c(-c3ccc(Cl)cc3)coc12	-1%[11.5 µM]	1%	5%	0.5%	0	5%	-9	-1%	2%	2	0
CCc1[nH]nc2c1C(C(C)C)C(C#N)=C(N)O2 (configuration not stated)	-7%	8%	-11%	0.1%	-4	-5%	-10	?	-1%	-3	-4
CCN1CCN(C2CCCCC2NS(=O)(=O)c2ccccc2)CC1 (configuration not stated)	nt	-5%	2%	-0.1%	4	-2%	8	2%	2%	13	0
COc1ccccc1-n1c(COc2ccccc2-c2ccccc2)nnc1SCC(=O)c1c(N)n(C)c(=O)n(C)c1=O	-10%	0%	-7%	-1.7%	-1	-1%	0	-1%	0%	3	3
COC(=O)[C@H](Cc1ccccc1)NC(=O)C1CCN(C(=O)[C@H](C)NS(=O)(=O)c2ccc(C)cc2)CC1	nt	-4%	-6%	0.3%	6	-2%	-12	-2%	-2%	-6	nt
CC(C)(C#CC(O)(c1ccccc1)c1ccccc1)N1CCCC1	-4%	1%	0%	0.4%	6	-9%	58	-11%	-5%	-20	0

# Rewritten with each value named: two of the compounds above.
canonical_smiles: COC(=O)[C@H](Cc1ccccc1)NC(=O)C1CCN(C(=O)[C@H](C)NS(=O)(=O)c2ccc(C)cc2)CC1
- PKM2 activator: nt
- GALK inhibitor: -4%
- Eya2 inh: -6%
- B2AR arrestin: 0.3%
- Giardia kill: 6
- uPA surface inh: -2%
- KCNH2 WT inh: -12
- BCR signal inh: -2%
- USP2a inh: -2%
- KCNH2 3.1 inh: -6
- Coupling enz: nt

canonical_smiles: O=C(Nc1ccc(Cl)cc1)NC1CCCC1Cc1ccco1 (configuration not stated)
- PKM2 activator: 23%
- GALK inhibitor: 0%
- Eya2 inh: 3%
- B2AR arrestin: -0.1%
- Giardia kill: -11
- uPA surface inh: -3%
- KCNH2 WT inh: -11
- BCR signal inh: ?
- USP2a inh: -2%
- KCNH2 3.1 inh: 20
- Coupling enz: -11

# Next records follow:
Structure	PKM2 activator	GALK inhibitor	Eya2 inh	B2AR arrestin	Giardia kill	uPA surface inh	KCNH2 WT inh	BCR signal inh	USP2a inh	KCNH2 3.1 inh	Coupling enz
CC(Sc1ccc(S(=O)(=O)N2CCOCC2)cc1[N+](=O)[O-])C(=O)O (configuration not stated)	-4%	2%	1%	-1.1%	0	1%	-18	3%	2%	12	7
CCOc1ccc(C2/C(=C(/O)c3ccc(F)cc3)C(=O)C(=O)N2CCCN(C)C)cc1 (configuration not stated)	0%	1%	8%	-0.6%	-18	3%	6	0%	1%	4	1
CC(c1ccc(C(C)(C)C)cc1)S(=O)CC(O)CO (configuration not stated)	-5%	3%	6%	0.0%	-15	4%	9	0%	2%	nt	0
CCn1c(NC(=S)Nc2ccccc2)nc2ccccc21	-4%	2%	-6%	-0.6%	-5	-5%	3	?	-1%	3	1
COCCn1c(SCC(=O)Nc2ncc(C)s2)nc2sc3c(c2c1=O)CCC3	?	-2%	-33%	3.7%	nt	nt	nt	?	-6%	nt	0
COC(=O)CN1C(c2cccc(Cl)c2)=Nc2ccc(Cl)cc2C1c1ccccc1 (configuration not stated)	-17%	1%	2%	-0.6%	-13	0%	2	?	-1%	-19	-3
O=C(O)C1CCCCC1C(=O)Nc1ccccc1Cl (configuration not stated)	-1%	0%	-11%	0.1%	-4	-2%	-7	14%	1%	2	0
CC1(C)C[C@@H]2C[C@@](C)(CN2C(=O)c2ccccc2)C1	1%	10%	-9%	-1.1%	-15	-2%	-4	-5%	3%	-4	1
CCOc1ccc(CONS(=O)(=O)c2ccc(NC(C)=O)cc2)cc1Cl	3%	2%	-1%	-1.1%	12	1%	0	-15%	-1%	-9	1
CC(NC(=O)Cn1c(NCCO)nc2ccccc21)C1CC2CCC1C2 (configuration not stated)	0%	0%	6%	-0.1%	9	14%	nt	-11%	3%	8	-2
O=C1C2C3CCC(C3)C2C(=O)N1CNc1ccc(F)cc1 (configuration not stated)	-4%	-5%	7%	0.1%	9	nt	-5	1%	2%	-6	0
Cc1cc(C)n(/N=C/c2cc([N+](=O)[O-])ccc2O)c(=O)c1	-13%	0%	9%	-0.1%	-16	2%	-10	-7%	0%	0	4
O=C(Nc1ccc(NC(=O)c2cccs2)cn1)c1ccco1	-32%	-1%	-2%	0.0%	?	-5%	-21	?	2%	-8	1
